Source: PubChem
P. falciparum M1AAP: malaria alanyl aminopeptidase activity blockers – biochemical, fluorogenic H-Leu-NHMec substrate, 1536-well (AID 1445) | recombinant M1AAP, H-Leu-NHMec fluorogenic kinetic assay; higher % means a stronger effect | 0.42% of 220,000 active | inhibition, % at 30 µM; hits with a dose series show IC50 in µM;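 active = primary inhibition above the hit cutoff, then over 50% inhibition at one or more dose response concentrations, cut at about 23% in these data, passing the limit was not always enough; inconclusive = conflicting primary data, or primary hits not chosen for dose response; inactive = low primary inhibition, or under 50% at every dose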;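 note: plate controls were DMSO full reaction for no effect and no enzyme background for full effect; strong numbers were not always called active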
K1F lysis inhibition: protection from phage-mediated lysis, alamar blue read-out – E. coli UTI89, K1F phage, bacterial capsule biogenesis inhibitors (AID 488966) | E. coli UTI89 K1F phage lysis, alamar blue, 2 h; higher % means a stronger effect | inhibition, % at 100 µM; hits with a dose series show IC50 in µM | 0.02% of 340,000 active;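 active = phage lysis inhibition, versus mean bacterial control, above a set limit; inconclusive = no clear call, values can overlap the other calls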;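 note: capsule biogenesis inhibitors block K1F phage lysis so surviving cells raise fluorescence; higher fluorescence means more inhibition of phage lysis; actives were called in the ten point dose series up to 300 µM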
b-catenin transl: modulators of beta-catenin nuclear translocation | HeLa beta-catenin nuclear translocation, immunofluorescence imaging | nuclear translocation activity, % at 5 µM | 0.3% of 190,000 active;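 active = nuclear translocation activity above 50% at 5 µM, with a well cell count of 50 or more; inconclusive = wells under 50 cells across six images, flagged as toxic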;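 note: per-cell ratio of nuclear to cytoplasmic median beta-catenin stain intensity; plate controls were DMSO negative control for no effect and GSK-3 inhibitor IX positive control for full effect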
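Test system: human HeLa cells, endogenous beta-catenin. Times: 24 h compound exposure, 37°C. Measured by: beta-catenin immunofluorescence imaging with DAPI.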
Autophagy HCS: modulators of autophagy | calls only at 10 µM (by protocol) | MEF GFP-LC3 puncta imaging; test concentration mostly 10 µM | 0.98% of 190,000 active;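 active = percentage of spot-positive cells more than 3 SD above its plate mean, without a fluorescence outlier flag or 80% toxicity; inconclusive = no clear call, values can overlap the other calls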;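 note: spot-positive cell cutoff set from DMSO-treated cells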
Dynein transport: blocks dynein driven cargo transport along microtubules | 0.47% of 220,000 active | 3617.4 mouse cells, GR-EGFP nuclear translocation imaging; test concentration mostly 20 µM; stimulated with dexamethasone, 1 µM; hits give low values | AID 1381 | z-score, hits read low;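 active = plate z-score of nuclear minus cytoplasmic receptor signal below a set negative limit, without overly bright fluorescence or cell loss, cut at about -3.5 in these data, passing the limit was not always enough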;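 note: z-score of nuclear minus cytoplasmic ring GR-EGFP intensity difference per well; some compounds called inactive have numbers as strong as hits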
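Also added – dexamethasone, 1.0 µM final · Buffer or medium – tet-free, stripped-serum medium · Schedule – induction 48 h, compound 1 h, agonist 30 min · Detection – formaldehyde fixation, Hoechst nuclear stain, 10x automated fluorescence imaging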
Ins promoter up: MIN6 insulin promoter up-regulation | MIN6 insulin promoter-GFP reporter, high-content imaging; hits give high values | z-score at 5 µM | 0.3% of 190,000 active;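 active = z-score above 3 at 5 µM with at least 500 cells counted in the well; inconclusive = wells under 500 cells, flagged as cytotoxic or low count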
M17LAP inhibition: P. falciparum M17LAP inhibitors, primary screen, biochemical, fluorogenic H-Leu-NHMec substrate, 1536-well (AID 1619) | inhibition, % at 30 µM; hits with a dose series show IC50 in µM | 0.38% of 220,000 active | recombinant M17LAP, H-Leu-NHMec fluorogenic kinetic assay; higher % means a stronger effect;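 active = compound inhibiting the enzyme by more than half at any dose during confirmatory dose-response retesting; inconclusive = strong single-dose inhibitors picked by rank but not retested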;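 note: plate controls were full reaction with DMSO carrier for no effect and no enzyme background for full effect; strong numbers were not always called active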
MT stabilize HCS: stabilizes microtubules in HeLa cells; HeLa tubulin immunostaining HCS, 24 h; share of cells brighter than vehicle mean+2SD; % tubulin-high responders, % at 10 µM; 0.83% of 200,000 active; AID 2205;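 active = plate Z-score above 3 for both tubulin-high and condensed-nucleus cell shares, with cell loss under 80%, at 10 µM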;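 note: anti alpha tubulin signal scored within the nucleus-defined area of each cell; some results filed as inactive read as strong as hits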
ER stress rescue: rescue of cells from ER stress-induced death, primary screen, 384-well, CSM14.1, thapsigargin, ATP luminescence (AID 1222) | 190,000 tested, under 10 active | CSM14.1 thapsigargin-induced death rescue, ATP luminescence; higher % means a stronger effect | cellular ATP content (survival), % at 20 µM; hits with a dose series show EC50 in µM;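 active = EC50 below 50 µM in the dose-response confirmation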;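 note: death triggered by thapsigargin at about 15 µM added after 2 h compound pretreatment; cell ATP read after overnight thapsigargin exposure of roughly 18 to 22 hours; normalized against plate controls of thapsigargin alone and 5% DMSO vehicle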
Dynein transport cytoplasmic EGFP: further read-out of Dynein transport, marked with its call; z-score; measured here: cytoplasmic GR-EGFP intensity; hits give high values
Dynein transport nuclear GR-EGFP: further read-out of Dynein transport, marked with its call; z-score; measured here: nuclear GR-EGFP intensity;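 lower value marks the stronger effect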
Dynein transport cell count: further read-out of Dynein transport, marked with its call; z-score; measured here: cell count per field
Ins promoter up cell count: also measured in Ins promoter up; calls as there; cell count; measured here: cytotoxicity, nuclei count;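 total cells summed across four imaged fields per well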
b-catenin transl cell count 5 µM: also measured in b-catenin transl; calls as there; cell count; measured here: cell count, cytotoxicity flag
MT stabilize HCS Hoechst-high %: second read-out of MT stabilize HCS, no call of its own (marks repeat the call); % Hoechst-high responders; measured here: nuclear condensation Hoechst responders;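 share of cells brighter than vehicle mean plus two SD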
MT stabilize HCS cytotoxicity %: further read-out of MT stabilize HCS, marked with its call; toxicity, %; measured here: cytotoxicity by cell density;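 0% = mean cell density of plate MIN control wells and 100% = no cells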
Autophagy HCS cell loss 18 h: also measured in Autophagy HCS; calls as there; toxicity, %; measured here: cell loss, nuclei count;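 cell loss after 18 h compound exposure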
Numbers without * were called inactive; i = inactive; ? = inconclusive; / = no result given; [ ] = remark or other dose.

SMILES | P. falciparum M1AAP | K1F lysis inhibition | b-catenin transl | b-catenin transl cell count 5 µM | Autophagy HCS | Autophagy HCS cell loss 18 h | Dynein transport | Dynein transport cytoplasmic EGFP | Dynein transport nuclear GR-EGFP | Dynein transport cell count | Ins promoter up | Ins promoter up cell count | M17LAP inhibition | MT stabilize HCS | MT stabilize HCS Hoechst-high % | MT stabilize HCS cytotoxicity % | ER stress rescue
O=C(N/N=C/c1ccccn1)c1cc(-c2ccncc2)nc2ccccc12 | 6.0% | 6.2% | 6.0 | 440 | i | 13.1 | 0.267 | -0.21 | -0.0235 | -0.344 | 0.02 | 1189 | 13.4% | 12.1 | 11.2 | 22.8 | 2.8%
CCn1c(C)nc2cc(C(=O)N/N=C/c3ccc(OC)cc3)ccc21 | 11.2% | / | -0.1 | 1090 | i | 1.1 | -0.248 | -0.148 | -0.0775 | 0.693 | -0.47 | 1310 | 7.1% | 4.1 | 2.5 | 6.8 | /
CN(C)S(=O)(=O)c1cccc(NC(=O)c2ccncc2)c1 | 8.7% | 1.6%[50 µM] | 0.1 | 978 | i | 0.6 | 0.737 | -0.308 | 0.0525 | 0.0651 | -0.17 | 1350 | 5.3% | 1.4 | 3.5 | 8.9 | -0.3%
O=C(CC1C(=O)NCCN1Cc1ccc(-c2ccccc2)cc1)NCCCn1ccnc1 (stereo unspecified) | 4.8% | 1.8% | -0.5 | 1328 | / | / | -0.255 | -0.224 | -0.161 | 0.308 | 0 | 1089 | 2.8% | / | / | / | /
C=CCn1c(Cn2nnc3ccccc32)nnc1SCC(=O)N/N=C/c1cc(Br)cc(OC)c1O | 46.2%* | 0.3% | -0.1 | 1109 | i | -13.8 | -0.481 | 0.206 | 0.144 | 0.632 | -0.11 | 867 | 18.4% | 1.4 | 1.1 | 4.6 | 3.0%
NC(N)=NC(=S)Nc1ccc(Cl)cc1 | 6.3% | -1.6%[50 µM] | 0.9 | 1038 | / | / | 0.393 | -0.145 | 0.414 | -0.158 | -0.97 | 1458 | 4.1% | / | / | / | /
CCn1nnnc1SCC(=O)c1ccc2c(c1)OCCO2 | -1.5% | 0.2% | 1.0 | 1280 | i | 5.9 | -0.672 | -0.265 | -1.09 | 0.686 | 0.22 | 1498 | 15.3% | 1.3 | 1.7 | 8.5 | -0.6%
NS(=O)(=O)c1ccc(CCNC(=O)CN2CCC(Cc3ccccc3)CC2)cc1 | 3.7% | 0.2% | 3.2 | 944 | i | -3.9 | -0.832 | -0.226 | -0.729 | 0.931 | -1.02 | 1630 | -19.4% | 4.3 | 1.5 | 4.4 | -0.5%
Cc1cc(NC(=O)c2ccc(Cn3nc(C)c(Br)c3C)o2)no1 | -0.3% | 0.3% | -0.9 | 1096 | i | 3.1 | -0.188 | -0.159 | 0.211 | -0.699 | -0.93 | 1066 | -0.3% | 2.2 | 0.3 | 29.0 | -0.9%
O=C(/C=C/c1cccs1)Nc1ccncc1 | 8.1% | 1.8%[50 µM] | -2.6 | 1046 | i | -2.6 | -0.491 | -0.285 | -0.378 | 0.834 | -0.61 | 1155 | 57.1% | 1.0 | 4.0 | 7.0 | -1.2%
CC1(C)C(=O)Nc2ccccc2N1C(=O)CN1C(=O)C(=O)N(C2CCCC2)C1=O | 5.4% | -0.1% | -2.1 | 1027 | i | 10.0 | -0.964 | -0.0348 | -0.362 | 0.819 | 0.06 | 1283 | 3.1% | 3.9 | 1.8 | 2.3 | /
CC(=O)N1CCC(N(C(=O)Nc2ccc(F)cc2)C2CCCC2)CC1 | 6.5% | 1.1% | / | / | i | 8.0 | -0.0514 | -0.246 | -0.00825 | 0.28 | -0.88 | 988 | 11.0% | 7.3 | 1.7 | 6.1 | -1.0%
CC(C(=O)N1CCN(Cc2ccc3c(c2)OCO3)CC1)c1ccc([N+](=O)[O-])cc1 (stereo unspecified) | 3.2% | 0.0% | 11.5 | 765 | i | -13.0 | -0.874 | -0.273 | -0.135 | 0.436 | 0.32 | 1626 | -4.6% | 6.0 | 3.5 | 2.2 | -0.1%
CCCc1cc(C(=O)N2CCN(S(=O)(=O)c3ccc(OC)c(OC)c3)CC2)cs1 | 4.8% | -0.8% | 0.8 | 1041 | i | -6.4 | -1.32 | -0.262 | -0.596 | 0.388 | -0.85 | 1245 | -3.2% | 4.4 | 2.1 | 4.7 | -4.1%
CCCOc1ccc(Br)cc1/C=N/NC(=O)c1cc(OC)c(OC)c(OC)c1 | -0.9% | 1.2% | 1.3 | 915 | i | -7.2 | -0.313 | -0.235 | -0.176 | -0.52 | / | / | -5.0% | 4.1 | 2.9 | 6.7 | -2.4%
NS(=O)(=O)c1ccc(-c2ccc(/C=C3\C(=O)Nc4cc(Cl)ccc43)o2)cc1 | 10.1% | -0.1% | 7.3 | 852 | i | 23.4 | -0.675 | -0.071 | -0.0644 | -0.0498 | 0.3 | 1522 | 4.2% | 10.1 | 3.7 | 5.8 | -0.3%
COCCNC(=O)NC(=O)COC(=O)C12CC3CC(CC(NC(C)=O)(C3)C1)C2 | 1.4% | 0.2% | -3.8 | 997 | i | 2.7 | -0.505 | 0.62 | -0.0819 | 0.345 | -0.61 | 1290 | -0.2% | 2.5 | 3.2 | 9.0 | /
C(=N\N=C\c1cccs1)/c1cccs1 | -5.3% | 0.6% | 1.9 | 1166 | i | 12.6 | 0.219 | -0.217 | 0.395 | -0.454 | -0.21 | 1187 | -4.7% | 1.0 | 1.9 | 1.6 | 1.0%
CC(C)C(=O)Nc1cccc(C(=O)N2CCCCC2C)c1 (stereo unspecified) | -1.4% | -2.0% | 0.4 | 1161 | i | 0.8 | -0.034 | 0.4 | 0.0257 | -0.0991 | -6.52 | 553 | 1.0% | 0.6 | 0.9 | 8.9 | 3.1%
CC1CCN(c2cc(=O)n(C3CCCCC3)c(=O)[nH]2)CC1 | -0.6% | 0.8% | 0.3 | 1176 | i | 11.3 | -0.26 | -0.189 | -0.132 | 0.163 | -0.31 | 2024 | -2.5% | 2.1 | 3.1 | 8.0 | /
O=C(CCN1C(=O)c2ccccc2C1=O)Nc1ccc(S(=O)(=O)N2CCOCC2)cc1 | 1.9% | 2.4% | / | / | i | -4.4 | 0.186 | -0.237 | -0.263 | -0.834 | -0.17 | 1306 | 1.6% | 3.6 | 2.3 | 7.5 | -1.6%
COC(=O)c1nc(Cl)c(Cl)c(N)c1Cl | 0.1% | 0.4% | -2.6 | 1107 | i | -2.1 | -0.425 | -0.267 | 0.0654 | 0.288 | 0.25 | 1353 | -1.1% | 2.3 | 1.7 | 8.2 | /
CCOC(=O)Cn1nc(C)c(NC(=O)CCc2ccccc2)c1C | 2.7% | 0.6% | 1.9 | 874 | i | -15.1 | -0.612 | -0.135 | -0.292 | 0.744 | 0.98 | 1621 | 1.7% | 2.2 | 1.9 | 5.8 | 0.0%
CCOc1cc(CNCCc2ccc(S(N)(=O)=O)cc2)ccc1OCc1ccc(Cl)cc1 | -6.6% | -0.2% | 0.4 | 1316 | i | 25.4 | 0.575 | -0.174 | 1.11 | -0.636 | ? | / | 0.7% | 4.5 | 1.5 | 3.3 | 2.0%
COc1ccc(-c2nc(-c3cccs3)c(-c3cccs3)[nH]2)cc1O | 11.7% | -0.3% | 0.2 | 1079 | i | 2.1 | 0.0392 | -0.00896 | 0.185 | 0.163 | -0.24 | 1253 | 4.2% | 5.3 | 3.7 | 6.8 | 0.3%
CC(C)CCN1CCN(Cc2nc(-c3ccc(F)cc3)cs2)CC1CCO (stereo unspecified) | -0.4% | 0.2% | 3.4 | 893 | i | 14.2 | 0.383 | -0.328 | 0.114 | 0.729 | -1.02 | 1355 | 0.4% | 2.8 | 2.1 | 6.1 | -0.4%
Cc1ccccc1-n1c(SCC(=O)N/N=C/c2ccccc2OCC(=O)O)nc2ccccc2c1=O | 19.4% | -0.2%[50 µM] | 1.0 | 1283 | / | / | -0.373 | -0.25 | -0.221 | 0.596 | -0.38 | 1092 | 15.3% | / | / | / | /
CN(C(=O)CSc1nnc(Cc2cccc3ccccc23)n1N)C1CCS(=O)(=O)C1 (stereo unspecified) | -2.8% | -0.2% | -0.1 | 1179 | i | 3.2 | 0.254 | -0.248 | 0.867 | 0.712 | / | / | 2.9% | 2.4 | 1.4 | 1.7 | -1.2%
Cc1ccc(C)c(N2CCN(C(=O)c3cc(S(=O)(=O)N4CCOCC4)ccc3F)CC2)c1 | -6.6% | 2.1% | -1.6 | 914 | i | 16.3 | -0.561 | -0.309 | -0.535 | 0.432 | 0.39 | 1437 | 7.2% | 3.6 | 3.2 | 6.9 | -1.7%
COC(=O)c1sc(NC(=S)NC(=O)c2ccccc2F)nc1C | 0.8% | -0.1% | -0.1 | 1086 | i | -0.2 | -0.851 | -0.303 | -0.369 | 1.21 | -0.17 | 1264 | 11.0% | 1.4 | 2.4 | 2.2 | 1.7%
CCCCN(CC)C(=S)Nc1ccc2nc(N3CCN(C)CC3)cc(C)c2c1 | 2.5% | -0.1% | -0.5 | 1060 | i | -9.2 | -0.247 | -0.0455 | 0.189 | -0.85 | 0.23 | 1220 | -3.5% | 4.7 | 3.0 | 19.9 | -0.1%

The order is random; 2.9% or so of the library scored in one or more.
